# SR-BI DiI inh: blocks mouse SR-BI lipid uptake from DiI-HDL; AID 488896; Q61009; inhibition, % at 12.5 µM; ldlA[mSR-BI] CHO cells, DiI-HDL uptake fluorescence, 3 h; actives 0.96% (n = 320,000);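 active = mean replicate inhibition of at least 70% and a set share of replicates each scoring 70 or more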;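 note: 0% = median of neutral control wells and 100% = median of positive control wells; values of inactives mirror those of a sister screen read the other way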
# NSD2 inh: blocks human histone methyltransferase NSD2 | AID 743445 | O96028 | inhibition, % at 12.5 µM | NSD2 peptide methylation, AlphaScreen, 120 min | actives 0.54% (n = 310,000); in the data active = inhibition above about 50%
# PKA-R1A activ: PKA-R1A complex activation; P00514+P68181; PKA-R1A dissociation, Cy5-IP20 fluorescence polarization; scaled: DMSO 0%, 113 µM cGMP 100%; activation, % at 11.4 µM; actives 0.083% (n = 340,000); AID 504707;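 active = percent activation above the mean of all tested compounds plus 3 SD, cut at about 19% in these data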;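 note: higher means more PKAc released from R1A so a rise in polarization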
# MITF TRPM1 HTS: MITF TRPM1 promoter activation in melanoma cells. SK-MEL-5 TRPM1-promoter luciferase, 24 h; % of positive control, neutral wells = 0. actives 0.75% (n = 300,000). activation, % at 12.5 µM. AID 588334;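 active = mean activation of at least 80% with every replicate also reaching 80%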;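 note: 0% = neutral control wells and 100% = parthenolide positive control wells; values of inactives mirror those of a sister screen read the other way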
# CDK5 inh: inhibitors of human CDK5/p35 kinase; inhibition, % at 10 µM; actives 0.01% (n = 330,000); Recombinant CDK5/p35, ADP-Glo luminescence, 60 min; Q00535+Q15078;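 active = highest replicate inhibition of at least 50% and at least 75% of replicates reaching 50%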;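 note: plate controls were DMSO neutral control for no effect and GW8510 at 10 µM for full effect; many of its hits are not listed in these tables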
# Arr AP2 block: human beta-arrestin and AP2 interaction inhibition. FITC-arrestin peptide / GST-AP2 beads, flow cytometry; AP2 beta2 appendage carries R879A mutation. inhibition, % at 10 µM. actives 0.31% (n = 340,000);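 active = inhibition above a set limit, near 3 SD of compounds lacking own fluorescence, cut at about 54% in these data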;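 note: plate controls were DMSO wells for no effect and 5 µM unlabelled arrestin peptide for full effect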
#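 Test system: GST-tagged AP2 beta2-adaptin appendage (R879A) on 4 µm glutathione beads; also added: fluorescein-tagged arrestin peptide at 50 nM final; timing: 12 min plus 1 h, RT; signal: flow cytometry, FL1 (488/535 nm); read-out: percent drop in bead-associated FITC signal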
# PKA-R2B act: activators of human PKA-R2B complex. PKA-R2B holoenzyme dissociation, Cy5-IP20 fluorescence polarization; R2B truncated from residue 108, S112A mutant; 0% DMSO only, 100% 113 µM cGMP. activation, % at 11.4 µM. actives 0.079% (n = 340,000);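 active = activation above a cutoff set at the mean over all compounds plus 3 SD, cut at about 18% in these data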;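 note: higher means more holoenzyme dissociation and a rise in polarization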
# dFosB act: activators of mouse delta FosB homodimer; P13346; purified delta FosB, TAMRA-CDK5 oligo fluorescence polarization; percent of positive-control signal above neutral wells; activation, % at 25 µM; actives 0.99% (n = 340,000); AID 493131;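 active = mean activation above about 17%, with every replicate also reaching it, limit read from the data, passing the limit was not always enough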;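 note: fluorescence polarization rise as delta FosB binds a TAMRA Cdk5 AP-1 oligo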
# Mot1-301 SUMO: blocks SUMOylation pathway, rescuing yeast Mot1-301 growth. growth rescue, % at 18.8 µM. actives 1% (n = 320,000). S. cerevisiae Mot1-301 growth rescue, ATP luminescence, 38.5C; percent above DMSO median, 100 means doubled;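 active = every valid replicate shows activation above 250% relative to neutral control wells; inactive = the rest, any valid replicate at or below 250%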;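 note: OY570 slx delta 5 strain wells were the positive control but not used for scaling; some compounds called inactive have numbers as strong as hits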
# DSG3 Ab inh: human desmoglein-3 autoantibody binding inhibition. actives 0.48% (n = 310,000). P32926. binding (percent of control), % at 10 µM. DSG3-coupled beads, scFv-anti-DSG3-GFP binding, flow cytometry; stronger effect = lower value;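 active = binding more than 3 SD below its plate's average and above zero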;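 note: hits lower antibody fragment binding to DSG3; some compounds called inactive have numbers as strong as hits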
# SR-BI DiI-HDL act: SR-BI HDL lipid transfer activation; CHO ldlA[mSR-BI] cells, DiI-HDL uptake fluorescence, 3 h; 100 = double the neutral-control signal; activation, % at 12.5 µM; actives 0.096% (n = 320,000);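 active = mean replicate activation of at least 60% and every replicate at or above 60%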;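 note: 0% = median plate neutral-control signal and 100% = twice that signal; values of inactives mirror those of a sister screen read the other way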
#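 Assay system: CHO ldlA[mSR-BI] cells, LDL receptor-null, SR-BI overexpressing; medium: Ham's F12 with 0.5% BSA, HEPES 25 mM, pH 7.4; also added: DiI-HDL 10 µg/mL; timing: 3 h uptake period with compound, 37 °C; signal: DiI fluorescence, bottom read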
# Numbers without * were called inactive; . = not tested or not shown; & = joins results of further samples.
SMILES,SR-BI DiI inh,NSD2 inh,PKA-R1A activ,MITF TRPM1 HTS,CDK5 inh,Arr AP2 block,PKA-R2B act,dFosB act,Mot1-301 SUMO,DSG3 Ab inh,SR-BI DiI-HDL act
Cc1c(C(=O)N2CCC3(CC2)OCCO3)sc2ncnc(N3CCc4ccccc4C3)c12,21,-3,-6,-6,-0.8,4,-4,-12,10,91,-21
CCOC(=O)[C@]1(C#N)[C@@H]2C=CC(C(N)=O)=CN2[C@@H](C(N)=O)[C@@H]1c1ccc(F)cc1,-5,.,-6,12,-7.9,1,-4,-1,-12,117,5
Cn1cc(C(=O)N2CCOCC2)c2ccccc21,-18,.,3,-5,3.1,21,5,-4,-3,108,18
CC(C)(C)c1ccccc1O,-1,.,-2,-9,-0.2,-10,-8,-1,-21,100,1
CCC(CC)C(=O)NC1CCSC1=O (centres undefined),-6,-2,-7,7,-0.1,-1,-15,3,7,97,6
O=C(c1ccc2nc3ccc(Cl)cc3c(=O)n2c1)N1CCC2(CC1)OCCO2,-15,-8,-2,23,-0.2,4,0,-10,5,100,15
COc1ccc(N2CCN(Cc3nc4ccccc4[nH]3)CC2)cc1,.,2,-9,-10,-3.4,0,3,-9,82,.,.
N/C(=N\[N+](=O)[O-])N1CCN(C(=O)OC2CCCC2)CC1,-1,-3,-11,-4,0.8,25,8,4,11,103,1
CCN1C[C@]2(OC(=O)c3ccccc3NC(C)=O)CCC(OC)C34C5C[C@H]6C(OC)[C@]5(O)[C@](O)(C[C@@H]6OC)C(C[C@@H]32)[C@H]14 (some centres undefined),-30,2,-14,-1,0.3,3,8,7,18,90,30
CSc1ccc(CNC(C)C(O)c2ccccc2)cc1 (centres undefined),-1,1,-3,0,1.6,15,-3,-8,30,102,1
CCc1sc(C(=O)N2CCC3(CC2)OCCO3)cc1Br,19,.,-6,2,-2.1,-7,7,2,-2,102,-19
CN(c1ccccc1)P(=O)(N1CC1)N1CC1,-19,6,-1,1,0.8,26,2,-5,.,.,19
N=C1SCC(=O)N1Cc1ccccc1,-7,0,.,-11,-0.6,-1,.,-2,8,100,7
O=C1OCc2cc(N=Nc3c(O)[nH]c(=O)[nH]c3=O)ccc21,-18,0,-1,.,5.5,-4,-10,-4,50,108,18
CCN1CC2([N+](=O)[O-])CC=C(Cl)C([N+](=O)[O-])(C1)C2 (centres undefined),-20,1,4,-11,-0.3,1,1,5,1,121,20
COc1ccc(N2C(=O)/C(=C/c3ccc(N(C)C)o3)C(=O)NC2=S)cc1,-23,.,-3,5,-0.7,41,-6,-13,-19,118,23
O=C1NC(=S)NC(=O)C1=Cc1ccc(OCC(=O)N2CCCC2)cc1,-6,30,-10,1,-3.0,43,2,5,-13,.,6
CC(C)c1ccc(-n2c(O)c(/C=N/N3CCOCC3)c(=O)[nH]c2=S)cc1,-9,-2,-12,-10,-1.4,16,1,-3,2,112,9
Nc1ccc([As](=O)(O)O)cc1,-4,.,1,4,0.7,3,9,1,10&18,105,9
C=C(C=O)CC1CC(O)[C@]2(C)OC3C[C@@H]4OC5C[C@]6(C)O[C@]7(C)CCC8OC9C[C@]%10(C)OC(/C(C)=C\CO)C(O)CC%10OC9CC(C)C8OC7CC6O[C@]5(C)C/C=C\C4OC3CC2O1 (some centres undefined),-3,.,-11,13,-1.0,6,-9,-16,3,107,3
CCN(CC)CC(=O)Nc1ccc(Cl)cc1C(=O)c1ccccc1,1,-3,-7,-2,0.2,21,-12,0,590,100,-1
COc1ccc(N2C(=O)CC(=O)NC2=O)cc1,-26,7,-4,.,-1.1,5,-1,-5,-42,102,26
CC(=O)OCC[N+](C)(C)C,-33&-34&14,.,-7&3&3,-2&-4&-10,0.1&1.3&-0.5,6&8&11,-12&-1&3,11&1&-4,-5&-4,122&100&112,33&34&-8
Cc1nn(Cc2ccccc2)c(Cl)c1C(=O)OCC(=O)N1CCCC1,-7,-1,-12,2,-6.4,-6,-6,-3,11,105,7
COC(=O)c1ccccc1-n1c(C)nc2ccccc2c1=O,-14,1,-3,.,3.1,4,7,6,33,113,14
CCc1ccc(OCC(=O)N2CCN(CC(=O)Nc3ccccc3Cl)CC2)cc1,7,0,1,12,0.6,-6,2,-13,.,101,-7
O=C(N/N=C/c1c(O)n(CCC2=CCCCC2)c(=O)[nH]c1=O)c1ccccc1,38,.,-1,-10,-1.2,21,2,0,11,103,-38
CCc1c(C)nc(N)nc1N1N=C1SC(C(C)=O)C(C)=O,-22,2,-3,2,0.5,-68,-10,-1,.,124,22
CCCCN=Cc1c(O)n(-c2c(C)cc(C)cc2C)c(=O)[nH]c1=O,.,-2,1,.,0.9,9,-2,-3,-3,.,.
CN(C)C(=O)Oc1ccc2ccccc2c1Cl,-25,2,0,39,-0.1,-1,-8,0,231,103,25
CCCCCCCCC(=O)NCc1ccc(O)c(OC)c1,-3,.,-8,-5,-0.1,6,-13,3,-4,111,3
Cc1ccccc1-n1c(O)c(/C=N/NC(=O)c2ccccc2O)c(=O)[nH]c1=S,109*,10,-10,1,0.2,0,3,2,387,96,-109
CCCCn1c(O)c(C(C)=NCCc2c[nH]c3ccccc23)c(=O)[nH]c1=O,12,.,-12,-7,-0.4,6,-13,-13,-14,.,-12
CCN(C=C1CC2C3CC=C4CC(O)CCC4(C)C3CCC2(C)C1=O)CC (centres undefined),-6,2,-6,12,3.0,40,6,-8,.,.,6
O=C(c1cc2cc(Br)ccc2[nH]1)N1CCC2(CC1)OCCO2,-424,0,-3,28,-1.6,13,-1,-8,23,.,424*
CCOc1cccc(OCC)c2c(C)[n+](CC3CCCO3)c(C)c1-2 (centres undefined),1,.,-4,10,-1.2,-10,4,-20,-2,119,-1
O=c1c2ccccc2[nH]c(=S)n1-c1ccc2c(c1)OCCO2,4,2,-8,.,-1.5,7,-9,5,-3,109,-4
CCOC(=O)C1=C(N)OC2=C(C(=O)CCC2)C12C(=O)N1c3c(ccc(C)c32)C(C)=CC1(C)C (centres undefined),-28,.,7,-10,1.3,-8,4,-16,120,102,28
CC(=O)C1CCC2C3CC(O)C4CC(O)CCC4(C)C3CCC12C (centres undefined),-3,.,-5,9,-1.3,19,-1,-3,.,100,3
CCN(CC)C(=O)c1ccc(NC(=O)CSc2nnnn2-c2cc(OC)ccc2OC)cc1,48,.,-3,-6,2.3,3,-12,-14,3,98,-48
CC/C(=N\N1CCCCCC1)c1c(O)n(-c2ccc(C)cc2)c(=O)[nH]c1=O,0,4,-2,17,-0.7,11,-3,0,-10,.,0
CC(=O)c1ccc(NC2=NCCCS2)cc1,-17,9,-3,16,-0.8,18,0,-6,-4,95,17
COC(=O)C1=C(c2ccc(-c3ccccc3)c(F)c2)C[C@@H]2CC[C@H]1N2C(=O)NCc1cc(C)oc1C(F)(F)F,33,.,-2,-17,-0.9,4,-7,-5,-11,88,-33
O=c1c2cc(Cl)cc(Cl)c2nc(CN2CCOCC2)n1-c1ccccc1F,23,.,4,-8,-0.5,9,-4,1,-7,106,-23
CN1CCN(/N=C/c2c[nH]c3ccccc23)CC1,-13,-1,-1,-4,0.6,15,2,1,18,114,13
COc1ccc(NC(=S)NC(NC(=O)CF)C(Cl)(Cl)Cl)c([N+](=O)[O-])c1 (centres undefined),6,-2,-4,23,-1.2,-5,-3,3,0,104,-6
O=C1c2ccccc2C(=O)N1Cc1nc2ccccc2c(=O)n1-c1ccccn1,-32,0,-6,.,1.8,13,0,-11,-19,103,32
C=CCN1C(=O)NC(=O)/C(=C/c2ccc(OCC(=O)Nc3ccc(C)cc3)cc2)C1=O,-24,1,-7,8,0.2,33,-10,-8,-22,99,24
CCCCn1c(O)c(C=Nc2c(C)n(C)n(-c3ccccc3)c2=O)c(=O)[nH]c1=O,-18,-1,-4,-20,0.5,.,-2,-4,12,107,18
CC1CN(c2ccc([N+](=O)[O-])c(N3CCCCC3)c2)CCN1 (centres undefined),19,17,.,.,1.3,17,.,4,-4,91,-19
CSc1cccc(NP2(=O)OCC(C)([N+](=O)[O-])CO2)c1 (centres undefined),8,-2,10,0,1.8,31,-2,0,.,101,-8
COCCOC(=O)c1c(N)n(Cc2ccc(OC)cc2)c2nc3ccccc3nc12,-28,-4,-1,4,-0.2,8,2,-5,4,112,28
Cc1c(N=Cc2c(O)n(Cc3ccccc3)c(=O)[nH]c2=O)c(=O)n(-c2ccccc2)n1C,-39,0,3,2,-1.5,0,17,-4,-5,101,39
CCN(CC)CCN=Cc1c(O)n(CCC2=CCCCC2)c(=O)[nH]c1=O,-42,0,-5,1,-0.5,10,-10,-1,-3,100,42
CC(CCc1ccccc1)NC(C)C(O)c1ccc(O)cc1 (centres undefined),2,.,-7,6,1.4,3,0,6,8&198,111,5
CC1=C2CCC3C(CCC4=CC(=O)CCC43C)C2CC1 (centres undefined),9,5,3,-13,-1.1,34,3,-4,.,96,-9
CC1(C)C(C(=O)N2CCN(C(=O)c3ccccc3)CC2)C1(C)C,1,-1,1,-7,-0.6,-6,-9,-3,-10,.,-1
CCN(CC)CCCN=Cc1c(O)n(CCc2ccc(OC)c(OC)c2)c(=O)[nH]c1=O,-17,22,-3,0,-0.5,5,3,3,9,100,17
NC(=O)CSP(=O)(c1ccccc1)c1ccccc1,-6,3,-5,-5,-0.8,-4,5,5,-18,102,6
C=CCNC(=S)Nc1ccc(OC(=O)Nc2ccc(Cl)c(Cl)c2)cc1,-28,-1,-11,1,0.6,31,6,0,.,101,28

# Three compounds already listed, ordered by molar mass, falling.
SMILES,SR-BI DiI inh,NSD2 inh,PKA-R1A activ,MITF TRPM1 HTS,CDK5 inh,Arr AP2 block,PKA-R2B act,dFosB act,Mot1-301 SUMO,DSG3 Ab inh,SR-BI DiI-HDL act
O=C(c1ccc2nc3ccc(Cl)cc3c(=O)n2c1)N1CCC2(CC1)OCCO2,-15,-8,-2,23,-0.2,4,0,-10,5,100,15
O=C(c1cc2cc(Br)ccc2[nH]1)N1CCC2(CC1)OCCO2,-424,0,-3,28,-1.6,13,-1,-8,23,.,424*
NC(=O)CSP(=O)(c1ccccc1)c1ccccc1,-6,3,-5,-5,-0.8,-4,5,5,-18,102,6

# As entered above:
# Under PKA-R1A activ, CC1(C)C(C(=O)N2CCN(C(=O)c3ccccc3)CC2)C1(C)C shows 1
# Under DSG3 Ab inh, CC1CN(c2ccc([N+](=O)[O-])c(N3CCCCC3)c2)CCN1 (centres undefined) shows 91
# Under SR-BI DiI inh, COCCOC(=O)c1c(N)n(Cc2ccc(OC)cc2)c2nc3ccccc3nc12 shows -28

# Screens (PubChem BioAssay)

# An excerpt. The share of hits here may be higher or lower than overall.
